# Mcl1-Bid inh: Mcl-1/Bid binding inhibitors, primary screen, biochemical, TR-FRET, 1536-well. TR-FRET Mcl-1/Bid-Dy647 peptide binding. inhibition, % at 21.7 µM. 0.97% of 220,000 active. AID 1021, 2008;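 active means compounds that cut the binding signal by more than half at the single screening dose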;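 further: His-tagged Mcl-1 with europium anti-His antibody binding Bid BH3 peptide; 0% = Mcl-1 plus peptide wells and 100% = peptide-only wells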
# ABCB1 block: ABCB1 efflux pump inhibitors, primary screen, cell-based, multiplex, flow cytometry, ABCG2 counter-screen | ATP-dependent translocase ABCB1 (Homo sapiens), P08183 | CCRF-Adr cells, JC-1 efflux | inhibition, % at 6.6 µM | 0.067% of 190,000 active; in the data active means inhibition above about 40%;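 further: 0% = vehicle and 100% = reference inhibitor; higher value means more JC-1 retained so stronger ABCB1 efflux block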
# RGS8-Gao reg: RGS8-Galphao binding modulators, primary screen, biochemical, multiplexed bead flow cytometry. Guanine nucleotide-binding protein G(o) subunit alpha (Homo sapiens), P09471. actives lie on both sides. response (percent of control binding), % at 10 µM. AID 1423, 2008. 0.34% of 220,000 active; in the data active means response below about 60% or above about 140%; inactive means in between;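 further: Galphao activated as the GDP aluminium fluoride complex binding bead-coupled RGS8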
# Target sequence (P09471 whole entry, looked up): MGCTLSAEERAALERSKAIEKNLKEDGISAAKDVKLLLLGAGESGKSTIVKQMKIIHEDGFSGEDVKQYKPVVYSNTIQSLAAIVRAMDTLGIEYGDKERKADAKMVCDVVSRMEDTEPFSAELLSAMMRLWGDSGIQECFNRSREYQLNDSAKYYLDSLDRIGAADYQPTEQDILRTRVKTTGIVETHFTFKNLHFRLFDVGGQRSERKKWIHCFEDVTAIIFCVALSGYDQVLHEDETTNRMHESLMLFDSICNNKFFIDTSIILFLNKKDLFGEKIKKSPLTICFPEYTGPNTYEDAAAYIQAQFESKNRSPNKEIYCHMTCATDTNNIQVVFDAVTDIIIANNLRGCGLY
# Avidin bead fluor: green autofluorescence of compounds with avidin beads – biophysical, 488/530 nm, flow cytometry, artefact control, profiling panel; compound fluorescence 488/530 nm; stronger effect = higher value; fluorescence (KMESF) at 10 µM; 0.38% of 220,000 active; AID 1775, 2009; in the data active means fluorescence above about 47; further: inactives centre near 10
# Mcl1-Noxa inh: Mcl-1/Noxa binding inhibitors, primary screen, biochemical, TR-FRET, 1536-well | Induced myeloid leukemia cell differentiation protein Mcl-1 (Homo sapiens), Q07820 | AID 1022, 2008 | TR-FRET Mcl-1/Noxa peptide binding, 2 h | 1.5% of 220,000 active | inhibition, % at 21.7 µM;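 active means compounds that cut the protein-peptide binding signal by more than 50% relative to plate controls in a single-dose test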;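 further: His-tagged Mcl-1 with rhodamine Noxa BH3 peptide and terbium anti-His antibody; 0% = Mcl-1 plus Noxa peptide wells and 100% = peptide-only wells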
# RGS7-Gao: RGS7-Galphao binding modulators, primary screen, biochemical, multiplexed bead flow cytometry; Guanine nucleotide-binding protein G(o) subunit alpha (Homo sapiens), P09471; actives lie on both sides; binding response (% of control), % at 10 µM; 0.35% of 220,000 active; in the data active means binding response below about 49% or above about 150%; inconclusive means no clear call, values can overlap the other calls; inactive means in between;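 further: fluorescent Galphao held in activated GDP-AlF4 state binding bead-coupled RGS7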
# RGS4-Gao reg: modulators of RGS4 binding to Galphao, primary screen, biochemical, multiplexed bead flow cytometry; actives lie on both sides; binding response (% of control), % at 10 µM; AID 1415, 2008; 0.33% of 220,000 active; in the data active means binding response below about 49% or above about 150%; inactive means in between;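 further: fluorescent Galphao activated with aluminum fluoride binding bead-coupled RGS4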
# Bim-Mcl-1: inhibitors of Bim peptide binding to Mcl-1, primary screen, biochemical, bead-based flow cytometry, multiplex | Induced myeloid leukemia cell differentiation protein Mcl-1 (Homo sapiens), Q07820 | Bim peptide-Mcl-1 binding | inhibition, % at 10 µM | 0.1% of 190,000 active; in the data active means inhibition above about 40%;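 further: 0% = no compound tracer wells and 100% = peptide blocker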
# ABCG2 block: ABCG2 efflux pump inhibitors, primary screen, multiplex with ABCB1, IgMXP3 cells, flow cytometry | JC-1 efflux | 0.1% of 190,000 active | inhibition, % at 6.6 µM | Broad substrate specificity ATP-binding cassette transporter ABCG2 (Homo sapiens), Q9UNQ0;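 active means inhibition above 80%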;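 further: 0% = DMSO and 100% = nicardipine control wells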
# Target sequence (Q9UNQ0 whole entry, looked up): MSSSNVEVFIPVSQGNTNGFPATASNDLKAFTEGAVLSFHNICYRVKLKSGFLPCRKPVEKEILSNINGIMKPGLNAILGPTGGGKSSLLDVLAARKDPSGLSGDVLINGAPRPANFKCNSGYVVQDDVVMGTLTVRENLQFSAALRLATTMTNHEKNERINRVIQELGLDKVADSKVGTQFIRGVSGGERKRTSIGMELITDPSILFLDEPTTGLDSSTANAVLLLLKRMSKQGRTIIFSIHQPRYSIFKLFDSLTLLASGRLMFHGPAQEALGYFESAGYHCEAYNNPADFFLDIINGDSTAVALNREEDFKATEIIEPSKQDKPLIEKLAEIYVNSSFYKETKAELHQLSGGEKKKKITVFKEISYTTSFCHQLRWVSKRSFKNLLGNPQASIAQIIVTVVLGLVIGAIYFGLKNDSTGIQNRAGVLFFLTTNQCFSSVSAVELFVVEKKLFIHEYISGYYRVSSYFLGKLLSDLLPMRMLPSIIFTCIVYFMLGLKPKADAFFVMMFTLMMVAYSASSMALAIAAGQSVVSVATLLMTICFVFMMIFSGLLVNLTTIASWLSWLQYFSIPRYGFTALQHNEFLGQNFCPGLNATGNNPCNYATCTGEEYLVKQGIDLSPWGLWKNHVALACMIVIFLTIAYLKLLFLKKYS
#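 Test system: ABCG2 IgMXP3 and barcoded ABCB1 CCRF-Adr cell mix; Schedule: cells with compound and JC-1, 10 min at 25 °C, rotating, no wash; Technique: flow cytometry of retained JC-1 fluorescence; Measure: % inhibition of efflux relative to nicardipine and DMSO; Controls: nicardipine high and DMSO low controls.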
# Pf gamet viab: late stage P. falciparum gametocyte viability inhibitors, primary screen, ATP luminescence, HTS. inhibition, % at 10.9 µM. P. falciparum stage V gametocytes, 24 h. 0.065% of 150,000 active;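 active means inhibition above the mean plus 3 SD of compounds within the control limits, set per campaign, cut at about 38% in these data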;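 further: 0% = DMSO wells and 100% = medium only without gametocytes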
# GSH fluor: compound fluorescence on glutathione beads, profiling panel, artefact control, biophysical, 488/530 nm, flow cytometry; GSH beads flow cytometry, compound fluorescence 488/530 nm; stronger effect = higher value; fluorescence (KMESF) at 10 µM; 0.25% of 190,000 active; AID 1776, 2009; in the data active means fluorescence above about 89;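 further: glutathione beads carrying GST-tagged Bcl family fusion proteins plus one bare bead set; values are compound well signal with DMSO vehicle wells as background; inactives centre near 16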
# The depositor's hits bear a star; ? = inconclusive; nt = no result given.
# Start of the data: the first three compounds (preview)
SMILES,Mcl1-Bid inh,ABCB1 block,RGS8-Gao reg,Avidin bead fluor,Mcl1-Noxa inh,RGS7-Gao,RGS4-Gao reg,Bim-Mcl-1,ABCG2 block,Pf gamet viab,GSH fluor
COc1ccc(NC(=O)c2ccccc2O)c(OC)c1,-59,0.2,129,8,2,108,109,-3,0,nt,56
CCOC(=O)N1CCN(S(=O)(=O)c2cccs2)CC1,-4,0.8,103,14,3,99,99,0,-1,16,32
CS(=O)(=O)Nc1ccc(C(=O)Nc2ccc3c(c2)OCCO3)cc1,-50,0.4,96,12,-21,97,95,-4,4,nt,25

# Main list, repeating the preview:
SMILES,Mcl1-Bid inh,ABCB1 block,RGS8-Gao reg,Avidin bead fluor,Mcl1-Noxa inh,RGS7-Gao,RGS4-Gao reg,Bim-Mcl-1,ABCG2 block,Pf gamet viab,GSH fluor
COc1ccc(NC(=O)c2ccccc2O)c(OC)c1,-59,0.2,129,8,2,108,109,-3,0,nt,56
CCOC(=O)N1CCN(S(=O)(=O)c2cccs2)CC1,-4,0.8,103,14,3,99,99,0,-1,16,32
CS(=O)(=O)Nc1ccc(C(=O)Nc2ccc3c(c2)OCCO3)cc1,-50,0.4,96,12,-21,97,95,-4,4,nt,25
O=C(O)C1CCN(c2nc(-c3ccccc3)nc3c2oc2ccccc23)CC1,-3,-0.2,103,35,1,102,102,-4,0,nt,10
CCOC(=O)c1sc(=S)n(-c2ccc(Cl)cc2)c1SC,-22,1.0,90,18,-6,96,102,-1,6,1,25
O=C(CC12CC3CC(CC(C3)C1)C2)N1CCN(S(=O)(=O)c2cccs2)CC1,-26,0.5,102,5,-1,99,100,-3,4,nt,22
O=C(CSc1ccc(Cl)cc1)Nc1ccccc1N1CCN(C(=O)c2ccccc2)CC1,-4,32,101,24,3,102,102,-4,32,nt,22
Nn1c(SCc2ccccc2F)nnc1-c1ccncc1,-67,nt,100,5,18,?,96,nt,nt,14,nt
COC(=O)CCSCC(=O)N1N=C(c2ccc(Br)cc2)CC1c1cccc(OC)c1OC (stereo not given),-5,2.1,100,13,-13,99,97,-2,6,-14,10
CCC1(C(=O)c2ccccc2)C2c3cc(Br)ccc3OC(=O)C21C(=O)N1CCOCC1 (stereo not given),-7,0.8,96,6,15,96,97,-6,-1,nt,26
O=C(Nc1nccs1)C1CCN(S(=O)(=O)c2ccc3c(c2)OCCCO3)CC1,-4,1.2,101,8,20,101,103,-2,3,-8,41
O=C(COC(=O)c1ccncc1)NC(=O)C1CCCCC1,7,-0.3,102,37,-1,101,102,0,-1,-14,13
Cc1ccc(N2C(=N)SCC2=O)cc1Cl,-14,-0.4,98,13,21,95,96,-1,4,-9,8
CCOc1ccc2[nH]cc(S(=O)(=O)c3ccc(F)cc3)c(=O)c2c1,-9,0.3,107,4,15,102,101,6,3,nt,23
O=C1C2CC(O)CN2C(=O)N1c1ccccc1 (stereo not given),-9,-0.6,102,10,9,100,102,0,-1,2,18
Cc1ccc(S(=O)(=O)CCC(=O)OCc2ccccc2)cc1,-23,-0.3,100,8,12,105,99,0,-1,1,13
Nc1nnc(SCC(=O)c2cccc([N+](=O)[O-])c2)s1,-7,0.2,98,9,10,96,102,-1,13,2,12
Cc1ccc(Cl)cc1N1CCN(C(=O)C2CCC(=O)N2C(C)C)CC1 (stereo not given),-6,-0.2,103,6,1,102,103,-3,2,nt,14
Cn1c(Cl)c(/C=N/OC(=O)c2cccc(Cl)c2)c2ccccc21,2,0.0,96,19,-3,99,105,0,12,7,22
CC(C)c1ccc(OCc2ccc(C(=O)O)o2)cc1,-3,nt,94,nt,69*,?,88,nt,nt,nt,nt
O=C(O)C1CCN(C(=O)COc2ccc3c4c(c(=O)oc3c2)CCC4)CC1,7,0.1,99,12,7,92,91,-1,1,-16,15
Cc1cccc(-n2ncc3c(NC(C)C)ncnc32)c1,-14,0.7,102,5,20,101,101,-5,4,nt,14
COc1ccc(C2SCC(=O)N2c2c(C)n(C)n(-c3ccccc3)c2=O)cc1OC (stereo not given),2,0.8,105,37,4,97,100,-3,5,nt,26
COc1ccc(C(=O)N2N=C(c3cccc(OC)c3)CC2(O)C(F)(F)F)cc1 (stereo not given),-17,0.2,104,14,13,102,101,-2,6,13,7
CCOC(=O)c1c(NC(=O)CSc2nnnn2C)sc(C)c1C,-12,0.6,101,30,15,103,103,-2,6,15,15

# Sorted by formula weight (lowest first): 3 of the compounds above.
SMILES,Mcl1-Bid inh,ABCB1 block,RGS8-Gao reg,Avidin bead fluor,Mcl1-Noxa inh,RGS7-Gao,RGS4-Gao reg,Bim-Mcl-1,ABCG2 block,Pf gamet viab,GSH fluor
O=C(O)C1CCN(C(=O)COc2ccc3c4c(c(=O)oc3c2)CCC4)CC1,7,0.1,99,12,7,92,91,-1,1,-16,15
O=C(O)C1CCN(c2nc(-c3ccccc3)nc3c2oc2ccccc23)CC1,-3,-0.2,103,35,1,102,102,-4,0,nt,10
COc1ccc(C(=O)N2N=C(c3cccc(OC)c3)CC2(O)C(F)(F)F)cc1 (stereo not given),-17,0.2,104,14,13,102,101,-2,6,13,7

# Next part.
SMILES,Mcl1-Bid inh,ABCB1 block,RGS8-Gao reg,Avidin bead fluor,Mcl1-Noxa inh,RGS7-Gao,RGS4-Gao reg,Bim-Mcl-1,ABCG2 block,Pf gamet viab,GSH fluor
O=C(Nc1cccc([N+](=O)[O-])c1)ONC1=NCCCCC1,-42,nt,100,9,5,?,102,nt,nt,-7,nt
Cc1cc(C(=O)CN2CCCC(C)C2)c(C)n1-c1ccc(F)cc1 (stereo not given),-81,0.2,99,6,-8,104,101,-2,1,-5,12
Cc1ccc(S(=O)(=O)NC(C)C(=O)NC2CCCCCC2)cc1 (stereo not given),-6,0.6,84,2,22,90,85,-2,1,25,42
CSc1ccc(CN2CCN(C(C)C)C(CCO)C2)cc1 (stereo not given),-10,0.1,102,10,8,106,104,-1,1,6,17
CC(Sc1nnc(NC(=O)c2cc3ccccc3oc2=O)s1)c1ccccc1 (stereo not given),-16,-2.3,103,6,6,100,100,-2,-5,nt,19
C=CCn1c(C(C)C)nc2ccccc21,9,-0.1,98,10,18,98,96,1,9,19,25
Cc1c(NCc2cc(Cl)cc(Cl)c2O)c(=O)n(-c2ccccc2)n1C,-12,1.3,103,15,7,100,101,-1,26,17,34
COc1ccc(C2(O)CCN(CC(=O)Nc3nccs3)CC2)c(OC)c1,-12,0.9,99,12,15,96,95,0,4,-8,24
Cc1cc2ncc(C(=O)Nc3ccsc3C(=O)O)c(C)n2n1,-31,0.3,100,9,30,103,99,4,5,3,20
Cc1ccc(Nc2c(-c3ccco3)nc3nc(C)cc(C)n23)cc1,-35,1.5,104,25,24,109,101,-3,4,nt,12
CCC(C)NCCCOc1c(C)cc(C)cc1Br (stereo not given),26,1.2,104,16,119*,106,103,0,2,nt,10
Cc1ccc2c(c1)C(=O)CC(O)(C(F)(F)F)O2 (stereo not given),5,nt,98,4,-3,?,94,nt,nt,6,nt
CCOc1ccc(OCC)c(NS(=O)(=O)c2ccc3c(c2)n(C)c(=O)c(=O)n3C)c1,-11,0.6,99,5,-4,103,96,-1,3,25,39
Cc1cccc(C)c1OCC(O)CNS(=O)(=O)c1ccccc1C(=O)N1CCCCC1 (stereo not given),-2,0.4,95,3,-1,99,97,-1,3,4,11
O=C(CCCN1C(=O)c2ccccc2C1=O)N1CCOCC1,-1,0.1,96,9,-20,108,96,-2,1,nt,23
COc1cc(C(=O)NC2CCN(Cc3nnnn3Cc3ccc(F)cc3)CC2)cc(OC)c1OC,-4,-1.2,99,7,-9,103,103,0,9,15,14
COc1ccccc1C1(CC(=O)Nc2nccs2)CCOC(C(C)C)C1 (stereo not given),-10,0.7,97,22,16,99,101,-1,1,-9,14
COc1ccc(NC(=S)N2CCCN(Cc3cccc(Cl)c3)C2)cc1,-30,-0.3,97,15,3,99,98,-7,2,14,9
CCn1cc(/C=N\NC(=O)c2ccc3c(c2)c(C)c(C)n3Cc2ccccc2)c(C)n1,13,2.5,96,8,20,96,95,-3,46,nt,33
Cc1ccc(C)c(S(=O)(=O)N2CCCOC2CNC(=O)C(=O)NCCC2=CCCCC2)c1 (stereo not given),3,0.7,102,4,10,101,102,-6,6,8,12
COc1ccc(C2C(C#N)=C(N)Oc3cc(C)[nH]c(=O)c32)c(OC)c1OC (stereo not given),-63,0.0,98,8,-20,99,100,0,0,nt,8
O=C(CSC(=S)N1CCCCC1)c1c(F)cccc1F,-21,nt,99,5,0,?,101,nt,nt,-1,nt
O=C(O)CC12C[C@H]3C[C@@H](C1)CC(n1ncc(N4CCN(c5ccccc5)CC4)c(Cl)c1=O)(C3)C2,-55,0.6,100,16,13,99,99,-2,0,nt,17
Cn1c(SCc2ccc([N+](=O)[O-])cc2)nc2c(c1=O)SCC2,-26,0.6,100,10,10,100,98,-4,2,8,13
CCOc1ccc(C(=O)c2ccncc2)cc1,-7,0.3,104,17,1,103,101,-3,2,nt,20
O=C(Cc1ccccc1)Nc1nnc(-c2ccco2)s1,-49,0.2,98,4,19,103,101,5,2,13,22
O=C(CCN1CCCCC1)NNC(=O)C12CC3CC(CC(C3)C1)C2,-15,1.6,100,12,9,?,99,1,-1,6,15
Cc1ccc(NC(=S)NNC(=O)c2cccc([N+](=O)[O-])c2)cc1Cl,-83,nt,101,6,-86,?,105,nt,nt,-10,nt
O=C(Nc1ccccc1Cl)N1CCn2c(nc3ccccc32)C1,4,0.8,96,5,-11,97,104,-3,6,nt,37

# Structures above with an NH in an aromatic ring:
SMILES,Mcl1-Bid inh,ABCB1 block,RGS8-Gao reg,Avidin bead fluor,Mcl1-Noxa inh,RGS7-Gao,RGS4-Gao reg,Bim-Mcl-1,ABCG2 block,Pf gamet viab,GSH fluor
CCOc1ccc2[nH]cc(S(=O)(=O)c3ccc(F)cc3)c(=O)c2c1,-9,0.3,107,4,15,102,101,6,3,nt,23
COc1ccc(C2C(C#N)=C(N)Oc3cc(C)[nH]c(=O)c32)c(OC)c1OC (stereo not given),-63,0.0,98,8,-20,99,100,0,0,nt,8
